# TrxR1 substrate – qHTS Assay for Substrates of Mammalian Selenoprotein Thioredoxin Reductase 1 (TrxR1): qHTS. purified TrxR1 substrate turnover, NADPH consumption readout. Potency, µM (highest dose often 114 µM), without a hit: at the highest dose activity change, negative = substrate turnover. 0.01% of 390,000 active. AID 588456, 2011. Thioredoxin reductase 1, cytoplasmic (Rattus norvegicus), O89049; further: on the % scale 0 is the no-effect control and ±100 the full control effect; nearly all actives have a fitted effect of over 50% in size
#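 Rat TrxR1, dispensed at 90 nM, was prereduced with 400 uM NADPH (final) for 5 min at ~22 deg C, then incubated with compound 15 min before 400 uM selenite. A first-read NADPH fluorescence drop versus no-compound background flagged substrates.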
# TrxR1 inh – qHTS Assay for Inhibitors of Mammalian Selenoprotein Thioredoxin Reductase 1 (TrxR1): qHTS; recombinant rTrxR1, NADPH fluorescence consumption, selenite substrate; Potency, µM (top dose mostly 114 µM), inactives show at the top dose activity change, negative = inhibition, actives largely listed as inhibitors; AID 588453, 2011; Thioredoxin reductase 1, cytoplasmic (Rattus norvegicus), O89049; 1% of 390,000 active; further: on the % scale 0 is the no-effect control and ±100 the full control effect; nearly all actives have a fitted effect of over 65% in size
#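 Rat TrxR1 (90 nM in the dispensed reagent) was pre-reduced with 400 uM NADPH for 5 min at room temperature, then incubated with compound for 15 min. After 400 uM selenite was added, NADPH fluorescence (Ex 340/Em 450 nm) was followed for 8 min.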
# Vif-APOBEC3F blk – qHTS for Inhibitors of Vif-A3F Interactions: qHTS. HeLa A3F-eYFP + Vif (tagged APOBEC3F with the HIV-1 protein that degrades it), YFP fluorescence increase. Potency, µM (series often up to 46.1 µM), inactives show at the highest dose activity, negative = active. AID 602313, 2012. 0.2% of 390,000 active; further: % of control where 0% means no effect; nearly all actives have a fitted effect of over 65% in size
#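 HeLa cells stably expressing Vif plus C-terminally eYFP-tagged A3F were seeded, incubated overnight at 37 deg C, dosed with compound, incubated overnight again at 37 deg C. Yellow fluorescence (Ex 488/Em 500-530) reported blocked Vif-mediated A3F-eYFP degradation.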
# mIDH1 inhibitor – qHTS for Inhibitors of mutant isocitrate dehydrogenase 1 (IDH1): qHTS; Isocitrate dehydrogenase [NADP] cytoplasmic (Homo sapiens), O75874; IDH1-R132H enzyme, NADPH consumption, diaphorase/resazurin fluorescence; Potency, µM (titrated, usually from 76.6 µM), for inactives: top-dose activity change, negative = inhibition, usual class: inhibitors; 0.093% of 390,000 active; AID 602179, 2012; further: on the % scale 0 is the no-effect control and ±100 the full control effect; nearly all actives have a fitted effect of over 65% in size
#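 IDH1-R132H (0.5 ug/mL dispensed) in pH 7.5 Tris buffer was preincubated 30 min with compound, then given a substrate mix of 0.016 mM NADPH and 2 mM alpha-KG for 80 min at room temperature; remaining NADPH was read by diaphorase/resazurin fluorescence.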
# 12-LOX inh – Primary qHTS assay for inhibitors of human arachidonate 12S-lipoxygenase (ALOX12): Round 2; purified 12hLO, xylenol orange hydroperoxide absorbance; Potency, µM (highest dose often 108 µM), inactives show at the highest dose activity change, negative = inhibition, most hits filed as inhibitors; 1.1% of 580,000 active; further: on the % scale 0 is the no-effect control and ±100 the full control effect
# Target sequence (P18054 whole entry, looked up): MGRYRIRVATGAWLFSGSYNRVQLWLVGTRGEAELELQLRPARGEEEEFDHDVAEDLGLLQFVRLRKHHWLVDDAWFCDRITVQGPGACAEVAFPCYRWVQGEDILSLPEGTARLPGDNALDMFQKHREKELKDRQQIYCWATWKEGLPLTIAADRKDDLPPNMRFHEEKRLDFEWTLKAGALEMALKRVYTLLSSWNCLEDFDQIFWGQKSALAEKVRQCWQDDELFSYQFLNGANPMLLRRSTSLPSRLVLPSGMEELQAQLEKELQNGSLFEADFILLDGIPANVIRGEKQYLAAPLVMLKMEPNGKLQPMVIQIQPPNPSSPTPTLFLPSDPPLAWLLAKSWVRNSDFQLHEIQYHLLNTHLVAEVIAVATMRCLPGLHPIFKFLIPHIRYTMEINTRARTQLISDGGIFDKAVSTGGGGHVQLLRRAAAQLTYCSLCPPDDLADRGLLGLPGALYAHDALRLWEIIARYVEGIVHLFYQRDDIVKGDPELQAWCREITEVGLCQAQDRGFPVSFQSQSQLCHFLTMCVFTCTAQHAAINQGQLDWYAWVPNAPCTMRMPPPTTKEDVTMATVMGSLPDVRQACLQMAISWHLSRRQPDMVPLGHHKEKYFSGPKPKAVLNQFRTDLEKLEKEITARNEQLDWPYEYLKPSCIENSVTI
#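 Purified human 12hLO at 150 nM in 25 mM Hepes, 0.01% Triton X-100, pH 7.0, preincubated 15 min at room temperature with compound. Reaction started with 40 uM arachidonic acid, 30 min at room temperature. Hydroperoxide measured by Fe-xylenol orange, 573/405 nm absorbance ratio.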
# RGS4 inh – Inhibitors of Regulator of G Protein Signaling (RGS) 4: qHTS | Regulator of G-protein signaling 4 (Homo sapiens), P49798 | Transcreener GDP fluorescence polarization, RGS4-accelerated GTP hydrolysis | Potency, µM (series often up to 114 µM), without a hit: top-dose activity change, negative = inhibition, most hits filed as inhibitors | 0.039% of 390,000 active | AID 504845, 2011; further: on the % scale 0 is the no-effect control and ±100 the full control effect; nearly all actives have a fitted effect of over 75% in size; some results filed as inactive show a strong effect at the top dose
#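 MLSMR compounds (23 nl, pin-transferred) preincubated 10 min at room temperature with a 500nM (2x) first reagent, then RGS4 at 900nM (2x) plus Transcreener GDP mix added; fluorescence polarization (620/688 nm) read before and after 90 min at 30 °C.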
# RXFP1 ag – qHTS Assay for Agonists of the Relaxin Receptor RXFP1; Potency, µM (series often up to 57.5 µM), for the others: at the top dose activation, usual class: activators; HEK293T-RXFP1 cAMP TR-FRET, 30 min; response scale: percent of porcine relaxin response, buffer zero; 0.3% of 370,000 active; Relaxin receptor 1 (Homo sapiens), Q9HBX9; further: on the % scale 0 is the no-effect control and ±100 the full control effect; nearly all actives have a fitted effect of over 60% in size; many of its hits are not listed in these tables
#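 HEK293 cells stably expressing RXFP1, treated 30 min at 37C with compounds plus PDE4 inhibitor Ro 20174; cAMP measured by HTRF TR-FRET. Normalized to buffer and 29 nM porcine relaxin; EC50 by Hill fit.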
# Vif-APOBEC3G blk – qHTS for Inhibitors of Vif-A3G Interactions: qHTS | DNA dC->dU-editing enzyme APOBEC-3G (Homo sapiens), Q9HC16 | HeLa A3G-eYFP + Vif (tagged APOBEC3G with the HIV-1 protein that degrades it), YFP fluorescence, overnight | Potency, µM (doses to about 46.1 µM), for inactives: at the top dose activity, negative = active, usual class: inhibitors | 0.076% of 410,000 active | AID 602310, 2012;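 further: on the % scale 0 is the no-effect control and ±100 the full control effect; nearly all actives have a fitted effect of over 60% in size; hits raise eYFP signal because A3G escapes Vif-driven loss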
# Target sequence (Q9HC16 whole entry, looked up): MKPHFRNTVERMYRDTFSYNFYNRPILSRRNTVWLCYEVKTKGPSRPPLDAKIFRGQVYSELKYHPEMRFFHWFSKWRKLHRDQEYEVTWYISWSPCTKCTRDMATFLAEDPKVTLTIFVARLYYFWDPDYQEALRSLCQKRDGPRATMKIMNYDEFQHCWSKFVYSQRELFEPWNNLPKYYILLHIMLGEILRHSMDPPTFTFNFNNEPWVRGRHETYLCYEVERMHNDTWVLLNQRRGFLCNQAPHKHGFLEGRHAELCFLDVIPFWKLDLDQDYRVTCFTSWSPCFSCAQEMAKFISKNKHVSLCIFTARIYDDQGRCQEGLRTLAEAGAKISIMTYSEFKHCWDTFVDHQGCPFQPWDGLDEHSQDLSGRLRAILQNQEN
#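 HeLa cells stably expressing Vif and C-terminally eYFP-tagged A3G, seeded overnight at 37 deg C, then exposed to compound by pintool overnight at 37 deg C. Rise in yellow fluorescence (Ex 488/Em 500-530, Acumen) marks blocked Vif-driven A3G degradation.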
# USP1-UAF1 inh – Inhibitors of USP1/UAF1: Primary Screen | recombinant USP1/UAF1, Ub-Rhodamine cleavage fluorescence | Potency, µM (doses to about 57.1 µM), for inactives: at the top dose activity change, negative = inhibition, actives largely listed as inhibitors | 0.23% of 390,000 active; further: on the % scale 0 is the no-effect control and ±100 the full control effect; nearly all actives have a fitted effect of over 60% in size; inactives centre near -12
#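 USP1/UAF1 complex (1 nM) preincubated 15 min at room temperature with compound, then Ub-Rho substrate (150 nM final) added. Kinetic fluorescence at 480/540 nm over 6 reads at 60 s intervals; 50 mM HEPES pH 7.8, 0.5 mM EDTA, 0.1 mg/ml BSA, 1 mM TCEP, 0.01% Tween-20.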
# * = called active by the depositor; ? = inconclusive; . = no result given; & = joins results of further samples; [ ] = another dose, or the depositor's remark. The call rests on the fitted dose curve; in most records, active means well fitted curve in the direction sought with a large enough effect; inconclusive means small, poorly fitted or top-dose-only effect, or another doubt; inactive means no such curve, though single readings can be large; an effect the other way counts as inactive or inconclusive. Potency means the concentration at half of the fitted maximal effect. A portion of the library; the hit share may differ from the screen's.
SMILES,TrxR1 substrate,TrxR1 inh,Vif-APOBEC3F blk,mIDH1 inhibitor,12-LOX inh,RGS4 inh,RXFP1 ag,Vif-APOBEC3G blk,USP1-UAF1 inh
CN(C)c1ccc(NC(=O)COC(=O)c2cc(=O)c3ccccc3o2)cc1,1%[57.1 µM],-6%[57.1 µM],-5%,2%,-10%,-6%,0.9%,0%,-5%
O=C(CN1C(=O)CCSc2ccccc21)Nc1ccc(C(F)(F)F)cc1,-10%,-12%,0%,-2%,1%,3%,-2.1%,2%,-16%
COc1ccccc1CC(=O)N(CCC1=CCCCC1)c1c(N)n(Cc2ccccc2)c(=O)[nH]c1=O,6%,18%,-16%,-4%,-21%,-4%,3.3%,-4%,-12%
COc1ccc(CNC(=O)CS(=O)(=O)c2cccc3nsnc23)cc1,-3%[57.1 µM],-1%[57.1 µM],1%,4%,2%,6%,0.1%,3%,-12%
CCN(CC)CCN1C(=O)C(=O)/C(=C(/O)c2ccc(Cl)cc2)C1c1ccncc1 (stereo not given),7%,4%,-1%,0%,2%,2%,2.3%,-1%,-5%
CCCCC(=O)N1C/C=C\C(c2ccc(OC)cc2)N(Cc2ccc(F)cc2)C(=O)C1Cc1ccccc1 (stereo not given),-10%,-1%,.,.,.,-17%,.,-9%,.
CCN1C(=O)c2ccccc2Sc2ccc(NC(=O)Nc3cccc([N+](=O)[O-])c3C)cc21,-5%[57.1 µM],13%[57.1 µM],2%,2%,-21%,-11%,-1.7%,2%,?
CN(C)c1ccc(CNC(=O)C2CCN(S(=O)(=O)c3ccc4c(c3)CCCC(=O)N4)CC2)cc1,6%,8%,3%,1%,8%,5%[11.4 µM],-2.2%,4%,-27%
Cc1cccc(N2N=C(C(=O)OCC(=O)c3ccccc3)CCC2=O)c1,12%[57.1 µM],12%,-2%,-11%,-24%,-19%,.,-1%,-15%
Cc1c(C(=O)NNS(=O)(=O)c2ccccc2Cl)sc(=S)n1C,3%[57.1 µM],-6%,6%,-1%,-10%,-18%,6.5%,-1%,-10%
CCOc1ccc(Nc2nc(N)c3ccccc3n2)cc1,-3%,6%,10%,-3%,0%,-16%[56.9 µM],0.7%,-6%,-20%
Nc1cc2c([N+](=O)[O-])cccc2o1,9%[57.1 µM],13%[57.1 µM],1%,4%,13%,-4%,2.6%,-8%,-7%
O=S(=O)(NCCN1CCOCC1)c1ccc(Oc2ccccc2Cl)cc1,-7%,2%,6%,0%,4%,-10%,5.6%,1%,3%
COc1ccc(NC2CCCN(Cc3cccc4cnccc34)C2)cc1 (stereo not given),0%,3%,2%,13%,78%[activator],-32%,-1.5%,0%,-18%
CSCC[C@H](NC(=O)OC(C)(C)C)C(=O)N1CCC(C(=O)N[C@@H](C)C(=O)NCc2ccc(F)cc2)CC1,2%,10%,0%,-7%,8%,-14%,0.9%,0%,-4%
Clc1ccc(C2=Nn3c(nnc3-c3cccs3)SC2)cc1,2%,28%,-7%,8%,0%,-63%[56.9 µM],2.4%,1%,-14%
O=C(O)CCCN1C(=O)/C(=C/c2ccc(-c3nc4ccccc4s3)o2)SC1=S,-11%,-26%,-8%,-5%,?,-22%,0.1%,1%,-22%
COc1ccccc1OCC(=O)Nc1c2c(nn1-c1ccccc1)CS(=O)(=O)C2,0%,5%,2%,19%,-3%,5%,-0.6%,4%,-19%
CNc1ccc(/C=C(\C#N)c2ccccn2)cc1[N+](=O)[O-],5%[57.1 µM],4%[57.1 µM],8%,3%,-5%,-15%,2.4%,-10%,-12%
CC1=C(C(=O)OCc2ccccc2)C(c2cccnc2)c2c(n(C)c(=O)n(C)c2=O)N1 (stereo not given),1%&13%,-12%&21%,?,17%&8%,-5%&27%,13%&35%,-5.4%,2%&-3%,-5%&-9%
COc1ccc(/C=N/NC(=O)c2ccc(-c3ccccc3)cc2)cc1O,-11%,-12%,1%,7%,15%,8%,2.2%,-11%,-13%
Cc1cc(C)n2ncc(/C(N)=N/OC(=O)c3ccccc3F)c2n1,-18%[57.1 µM],12%[57.1 µM],-8%,6%,-6%,-40%,2.1%,0%,-17%
CC1=C(C(=O)Nc2ccccc2)C(c2ccncc2)C(C#N)=C(SCC(=O)Nc2ccccc2)N1 (stereo not given),2%,1%,0%,6%,?,-47%,0.0%,0%,-7%
C=CCNC(=S)NNC(=O)c1cccc2ccccc12,-2%,0%,-1%,-3%,4%,-13%,0.1%,6%,?
CCC(C)CCCCCCCCCCC(=O)O (stereo not given),-14%,-4%,3%,-4%,11%,-1%,.,2%,?

# (further entries)
SMILES,TrxR1 substrate,TrxR1 inh,Vif-APOBEC3F blk,mIDH1 inhibitor,12-LOX inh,RGS4 inh,RXFP1 ag,Vif-APOBEC3G blk,USP1-UAF1 inh
CC(=O)c1c[nH]c(C(=O)NCc2ccccc2Cl)c1,13%[57.1 µM],20%[2.29 µM],-7%,-1%,0%,9%,-0.7%,0%,-6%
O=C1OC(c2ccc3c(c2)OCO3)N(C(=O)c2ccc(Cl)c(Cl)c2)c2ccccc21 (stereo not given),-4%,23%[57.1 µM],7%,0%,20%,-12%[11.4 µM],-0.1%,2%,-15%
O=C(NCc1ccco1)C1OCCc2ccccc21 (stereo not given),8%[57.1 µM],?,3%,3%,-16%,-6%[11.4 µM],1.0%,0%,-2%
Cc1ccc(C)n1-c1sc2c(c1C#N)CCCC2,-4%,-61%,-1%,4%,-25%,-2%,1.3%,3%,-10%
COc1cc(Cn2ccnc2)c(OC)cc1Cn1ccnc1,7%,19%,-5%,9%,27%,7%,0.8%,-1%,-8%
CCNC(=S)N1CCCC(C(N)=O)C1 (stereo not given),3%[57.1 µM],5%[57.1 µM],1%,-5%,-10%,-10%,4.0%,2%,-7%
COC(=O)Cc1ccc(OCC(=O)Nc2ccc(OC(F)(F)F)cc2)cc1,3%,11%,6%,-2%,-7%,18%,0.0%,1%,-14%
C=CCn1c(SCC(=O)NC(N)=O)nnc1-c1cc2c(s1)CCC(CC)C2 (stereo not given),7%[57.1 µM],16%[57.1 µM],4%,7%,1%,12%,-1.0%,3%,-7%
O=C(NCc1cccnc1)c1cccs1,5%[57.1 µM],2%[57.1 µM],?,4%,8%,-27%,1.6%,1%,-14%
COc1ccc(NC(=O)C(c2ccc(C)cc2)N(C)C(=O)Cc2cccs2)cc1 (stereo not given),-14%&5%,-1%&8%,2%&-11%,9%&-7%,8%&-19%&-21%,2%&-31%,-1.8%&-1.5%,-7%&-2%,5%&-10%
Cc1ccc(S(=O)(=O)CCc2nnc(NC(=O)COc3cccc(C)c3)s2)cc1,8%,26%,-8%,-3%,19%,-2%,-3.1%,0%,-5%
O=C(Nc1ccc2oc(=O)ccc2c1)c1cccnc1,9%,5%,0%,1%,9%,0%,-0.8%,-4%,-19%
OCCC1CN(Cc2ccccc2-c2ccco2)CCN1Cc1ccccc1 (stereo not given),-5%,-20%,4%,-6%,-12%,-8%,2.8%,2%,-6%
COc1ccc(CCNC(=O)CCC(=O)N2CC(C)Oc3ccccc32)cc1OC (stereo not given),5%[57.1 µM],17%[57.1 µM],-12%,-1%,-4%,9%,-0.5%,1%,7%
CCc1nc(Nc2ccccc2O)c2oc3ccccc3c2n1,10%[57.1 µM],16%,5%,1%,0%,-24%,-0.8%,1%,-15%
O=C(CN1CCOCC1)Nc1ncc(Cc2ccccc2Cl)s1,8%,2%,1%,5%,8%,8%,-0.1%,0%,-6%
COc1cccc(/C=N/n2c(-c3cccs3)n[nH]c2=S)c1,-12%,-44%,-8%,1%,?,-18%,0.7%,2%,-17%
Cc1[nH]nc2c1-c1nc3ccccc3nc1C(C)(C)C2,89%[activator],-19%,-4%,-3%,0%,20%,2.6%,1%,-2%
CCOc1ccc(Cc2c(Cl)nc(N)nc2Cl)cc1,4%,16%,3%,12%,30%[activator],-26%[56.9 µM],2.5%,-1%,-17%
CCc1cc2c(=O)n(Cc3ccco3)c(SCc3c(C)noc3C)nc2s1,19%[57.1 µM],?,-18%,5%,1%,?,2.2%,?,-21%
O=C(O)C1CCCN1c1ncccc1[N+](=O)[O-] (stereo not given),-2%,5%[57.1 µM],-34%,1%,-7%,-11%,2.2%,0%,-13%

# Bioassay records as filed in PubChem BioAssay.
